# Screens deposited in PubChem by National Center for Advancing Translational Sciences (NCATS).
# Sm TGR block: qHTS Assay for the Inhibitors of Schistosoma Mansoni Peroxiredoxins; Schistosoma mansoni thioredoxin glutathione reductase (TGR), Q962Y6; Potency, µM (titrated, usually from 114 µM), without a hit: at the highest dose activity change, negative = inhibition, most hits filed as inhibitors; 360,000 tested, 3% active; purified TGR, DTNB reduction, TNB absorbance 405 nm; note: potency is the fitted concentration of half-maximal effect; nearly all actives have a fitted effect of over 60% in size
#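 Kinetic colorimetric format: TGR-catalysed, NADPH-driven DTNB reduction monitored via TNB absorbance. Enzyme dispensed at 20 nM; compound exposure 15 min at room temperature before reaction start.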
# AMA1 RON2 block: qHTS for Inhibitors of AMA1-RON; Towards Development of Antimalarial Drug Lead: Primary Screen. Plasmodium falciparum AMA1 (3D7) - RON2 peptide interaction. AlphaScreen AMA1-biotinylated RON2 peptide binding. Potency, µM (titrated, usually from 58.2 µM), for inactives: at the top dose activity change, negative = inhibition, hits mostly inhibitors. 360,000 tested, 0.2% active;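 note: potency is the fitted concentration of half-maximal effect; 0% = vehicle wells and -100% = peptide control; nearly all actives have a fitted effect of over 45% in size; some results filed as inactive show a strong effect at the top dose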
#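 AMA1 (3D7) with his tag at 25 nM final met compounds first, then biotinylated RON2 peptide at 25 nM; detection used donor plus acceptor beads, 10 µg/mL apiece, read by AlphaScreen after 30 min at room temperature.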
# AmpC detergent: qHTS Inhibitors of AmpC Beta-Lactamase (assay with detergent). AmpC hydrolysis of nitrocefin, absorbance 480 nm, 0.01% Triton. 370,000 tested, 0.041% active. Potency, µM (top dose mostly 114 µM), for the others: at the top dose activity change, negative = inhibition, usual class: inhibitors;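 note: potency is the fitted concentration of half-maximal effect; 0% = no-compound wells and -100% = no-enzyme wells; nearly all actives have a fitted effect of over 25% in size; some results filed as inactive show a strong effect at the top dose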
# Target sequence (P00811 whole entry, looked up): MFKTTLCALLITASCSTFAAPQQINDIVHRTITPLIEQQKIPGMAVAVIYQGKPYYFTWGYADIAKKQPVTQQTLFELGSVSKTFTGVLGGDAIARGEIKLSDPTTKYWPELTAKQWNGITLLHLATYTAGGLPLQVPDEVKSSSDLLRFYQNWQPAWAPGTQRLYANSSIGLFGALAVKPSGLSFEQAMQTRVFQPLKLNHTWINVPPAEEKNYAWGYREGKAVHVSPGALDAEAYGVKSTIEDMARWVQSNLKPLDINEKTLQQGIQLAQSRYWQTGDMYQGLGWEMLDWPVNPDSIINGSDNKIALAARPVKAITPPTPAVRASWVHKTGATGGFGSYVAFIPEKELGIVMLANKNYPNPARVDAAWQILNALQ
#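 AmpC (5.3 nM in the dispensed reagent) in 20 mM phosphate pH 7.0 with 0.01% (detergent screen) or 0.0001% Triton X-100 was preincubated with compounds for 15 min at room temperature. Nitrocefin was then added from an 800 uM solution, and hydrolysis was followed at 480 nm.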
# HCV inh: qHTS Assay for Inhibitors of Hepatitis C Virus (HCV). Huh7.5.1 HCVcc-Cre infection, luciferase reporter, 44 h. Potency, µM (top dose mostly 41.8 µM), for the others: top-dose activity change, negative = inhibition, most hits filed as inhibitors. 340,000 tested, 3.4% active; note: potency is the fitted concentration of half-maximal effect
#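 After 44 h co-culture of compound, cells and HCVcc-Cre (~0.5 moi), substrate is added for 15 min at room temperature and luciferase measured over 15 sec. Cells were seeded at 1,000/well and pre-cultured 4 h.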
# HCMV antiviral: qHTS Assay for inhibitors of the human cytomegalovirus (HCMV); HFF cells, HCMV-luciferase reporter, 72 h; stronger effect = lower value; activity change, negative = inhibition, % at 57.5 µM; 410,000 tested, 4.5% active; in the data active = activity change below about -60%; inconclusive = no clear call, values can overlap the other calls; inactive = above about -39%
#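 Two-dose cell screen: HFF monolayers treated with compounds and infected with luciferase-expressing HCMV at 1 PFU/cell, 72 h at 37C, then lysed for luciferase measurement.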
# FBPA Giardia inh: qHTS Assay for Inhibitors of Fructose-1,6-bisphosphate Aldolase from Giardia Lamblia; 290,000 tested, 0.71% active; A8B2U2; purified Giardia FBPA; Potency, µM (titrated, usually from 59.6 µM), for inactives: at the top dose activity, negative = inhibition, actives largely listed as inhibitors; note: potency is the fitted concentration of half-maximal effect; nearly all actives have a fitted effect of over 55% in size
# Target sequence (A8B2U2 whole entry, looked up): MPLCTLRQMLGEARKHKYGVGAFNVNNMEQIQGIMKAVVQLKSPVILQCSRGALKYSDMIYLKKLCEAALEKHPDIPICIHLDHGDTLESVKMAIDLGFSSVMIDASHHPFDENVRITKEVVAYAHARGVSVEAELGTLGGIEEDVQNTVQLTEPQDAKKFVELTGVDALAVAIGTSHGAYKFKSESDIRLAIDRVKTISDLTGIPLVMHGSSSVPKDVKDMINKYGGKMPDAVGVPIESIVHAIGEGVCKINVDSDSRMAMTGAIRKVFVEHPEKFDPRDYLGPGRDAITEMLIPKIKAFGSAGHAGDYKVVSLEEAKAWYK
#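 40 nM FBPA preincubated 10 min at RT with compound (up to 57.5 uM final), then substrate plus GAPDH/TPI/NAD/arsenate coupling and diaphorase/resazurin added. Fluorescence read after 20 min at RT, 525/598 nm.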
# * hit, by the source's call; ? = inconclusive; / = no result given; & = joins results of further samples; [ ] = another dose, or the depositor's remark. Unless noted, calls come from the whole dose curve; as a rule, active = well fitted curve in the direction sought with a large enough effect; inconclusive = small, poorly fitted or top-dose-only effect, or another doubt; inactive = no such curve, though single readings can be large; an effect the other way counts as inactive or inconclusive. Unless noted, % is set by controls: 0 for no effect and ±100 for the full control effect. Compounds were not picked by outcome (roughly 9.3% active in at least one column).
SMILES,Sm TGR block,AMA1 RON2 block,AmpC detergent,HCV inh,HCMV antiviral,FBPA Giardia inh
N=c1c2c(n(Cc3cccc(Cl)c3)c3c1CCC3)CCCC2,-3%,-4%,6%,25µM*,-95*,1%
O=C(Nc1ccc(S(=O)(=O)N2CCCCC2c2cccnc2)cc1)c1ccc(Br)cc1 (stereo not given),9%,/,7%,/,-98*,/
CCC(=O)c1cc2c(C)cc(=O)oc2c(C)c1O,-1%,-1%,-4%,-24%,-20,-15%
O=C(Nc1nc(-c2ccccc2)cs1)c1cccc([N+](=O)[O-])c1C(=O)O,2%,3%,-12%,-1%,8,13%
COc1ccc(OC)c(CN2CCN(c3ccccc3OC)CC2)c1,-10%,-25%,?,15%,33,-23%
O=c1[nH]c2cc3c(cc2cc1CN(Cc1ccc2c(c1)OCO2)Cc1nnnn1CC1CCCO1)OCO3 (stereo not given),-13%,11%,2%,-9%,5,1%
Cc1ccc(C([O-])=C(C(=S)NCc2ccccc2)[n+]2cccc(CO)c2)cc1[N+](=O)[O-],/,39%[activator],/,-26%,-36,/
Oc1c(C(c2ccc(Cl)cc2Cl)N2CCOCC2)sc2nc(-c3ccco3)nn12 (stereo not given),2%,/,2%,/,2,/
Cc1nn(CC(=O)Nc2ccccc2F)c(=O)c2c(C)n(-c3ccc(Cl)cc3)nc12,0%,/,-6%,/,?,/
Cc1ccc(C)c(C(=O)C(C)OC(=O)c2cccn2C)c1 (stereo not given),-26%,-3%,-20%,-2%,-3,-1%
CCn1c2ccccc2c2cc(NC(=O)COC(=O)c3ccc(NC(=O)CC#N)cc3)ccc21,1%,-21%,0%,?,-8,/
Cc1cccc(C)c1NC(=O)NC1(C(=O)NCC2CCCO2)CCCCC1 (stereo not given),-6%,17%,-9%,0%,20,-3%
CC1(C)c2ccccc2-c2nc3ccccc3cc2C1N1CCOCC1 (stereo not given),/,2%,/,-10%,-29,/
Cc1ccc(C)c(NC(=O)CSc2nnc(Cc3cccn3C)n2-c2ccc(F)cc2)c1,-7%,-1%,-10%,-13%&-13%,4,6%
O=C1OC(N2CCN(C/C=C/c3ccccc3)CC2)c2ccccc21 (stereo not given),-5%,67%[activator],-12%,-22%,3,3%
CCOC(=O)c1cc(-c2ccccc2)n(CC(=O)NC2CCC(C)CC2)c1C (stereo not given),16%,/,8%,/,43,/
Cc1c(NC(=O)COC(=O)c2c3c(nc4ccccc24)CCCC3)c(=O)n(-c2ccccc2)n1C,-26%,17%,-25%,4%,13,2%
CON/C=C(\C=Nc1ccc(Cl)cc1)c1ncc(C(F)(F)F)cc1Cl,8%,-5%,9%,6%,2,-9%
Cc1ccc(C2=NCN(c3ccc(C(=O)O)cc3)C(=S)N2)cc1,-11%,/,-10%,/,/,2%
CCc1ccc2oc(C(=O)Nc3c(C)n(C)n(-c4ccccc4)c3=O)cc(=O)c2c1,0%,/,-1%,/,-23,/
COc1ccc(/C=C\c2onc(C)c2S(=O)(=O)N2CCC(C(=O)Nc3ccc(Cl)cc3)CC2)cc1,3%,/,-6%,/,-7,/
CCOc1ccccc1CNc1ncnc2onc(-c3ccc(F)cc3)c12,3%,/,1%,/,-9,/
O=C(Nc1ccccc1C(F)(F)F)Nc1c[nH]c(=O)[nH]c1=O,6%,/,-4%,/,-8,/
CCOC(=O)CN(C(=O)CSc1nnc(CNc2ccc(F)cc2)n1C)c1ccccc1,4%,-13%,?,10%,-20,1%
O=c1[nH]c(CN2CCN(Cc3ccccc3)CC2)nc2scc(-c3ccccc3)c12,2%,14%,-1%,?,14,-3%
Cc1ccc(C(=O)N2C(=O)c3cccc(N)c3C2=O)o1,-7%,4%,1%,-17%,-13,-3%
Cc1c(O)ccc(C(=O)CN2CCN(c3ccccc3F)CC2)c1O,-29%,-1%,?,1%,/,-4%
COc1ccccc1N1CCN(C(c2cccs2)C(C)NS(=O)(=O)c2ccccc2)CC1 (stereo not given),4%,-18%,?,?,-1,4%
Cc1ccc(-n2c3nc(=O)[nH]c(=O)c-3cc3c(C)nn(-c4ccccc4)c32)c(C)c1,5%&-10%,-11%,?,15%,-16&0,1%
COc1cc(C(O)P(=O)(OC2CCCCC2)c2ccc(N(C)C)cc2)cc(OC)c1OC (stereo not given),-3%,3%,-11%,20%,-18,6%
Cc1ccc(CN2CCN(/N=C\c3cccc([N+](=O)[O-])c3)CC2)cc1,3%,14µM*,-3%,-13%,?,-4%
Cc1ccc(S(=O)(=O)N2CCOCC2)cc1C(=O)OCC(=O)N1c2ccccc2NC(=O)C1(C)C,-1%,/,7%,/,/,-4%
C=C(C)Cn1c(C)cc(C)c(S(=O)(=O)c2ccc(C)cc2)c1=O,/,?,5%,-5%,?,-13%
Cc1ccc2c(c1)N(CC(=O)NCCc1ccc(Cl)cc1)C(=O)c1cccnc1O2,3%&5%,2%,-4%&-8%,-9%,23&0,12%
CC(C)C[C@H](NC(=O)c1nc[nH]c1C(=O)N1CCNCC1)C(=O)OC(C)(C)C,-12%,15%,-12%,12%,-19,/
CN(CC(=O)NCCc1ccccc1)S(=O)(=O)c1cccc2nsnc12,0%,14%,?,?,-19,-3%
O=C(COC(=O)CNS(=O)(=O)c1ccc(Br)cc1Cl)NCCc1ccccc1,-18%,14%,3%,15%,6,/
O=C(c1ccco1)N1CCN(S(=O)(=O)/C=C/c2ccccc2)CC1,-36%,-5%,-9%,11%,-22,8%
Cc1cc(C)nc(Sc2ccc(/C=C(\C#N)C(=O)Nc3ccccc3)o2)n1,-8%,6%,1%,-14%,4,-2%
Cc1ccc(N=Nc2c(N)nn3c(C)cc(C)nc23)cc1,5%,3%,-10%,?,14,-9%
COc1cc(C(=O)Nc2ccc(-n3c(C)nc4ccccc4c3=O)cc2)cc(OC)c1OC,-1%,/,-5%,/,-1,/
CCOc1ccc(NC(=S)N2CCC(NC(=O)c3ccco3)CC2)cc1,-4%,3%,?,9%,-11,-17%
COC(=O)c1onc(-c2ccccc2)c1C(=O)OC,0%,2%,?,26%,3,-4%
CSc1ncccc1C(=O)OCC(=O)Nc1cccc(S(=O)(=O)N2CCOCC2)c1,/,-5%,/,-28%,-5,/
CCOc1ccccc1NC(=O)CN1C(=O)COc2ccc(S(=O)(=O)Nc3ccccc3)cc21,1%,/,26%,/,11,/
CCOC(=O)c1c(CN2CCN(Cc3ccccc3)CC2)n(C)c2cc(Br)c(OC)cc12,-21%,0%,2%,?,37,0%
COc1ccc(NC(C)=O)cc1NC(=O)CN1CCN(c2ccc(F)cc2)CC1,2%,/,14%,/,-6,/
Cc1ccc(NC(=O)CSc2nc(C)cc(C)c2C(=O)Nc2cccc(C)c2)cc1,1%,/,-12%,/,-15,/
CN(C)/C=C/C(=O)c1cccc([N+](=O)[O-])c1,-20%,1%,-1%,-1%,-12,-3%
CCOC(=O)N1CCN(S(=O)(=O)CCNC(=O)c2ccccc2)CC1,8%,12%,?,7%,10,/
Cc1cc(=O)oc2c(C)c(OC(C)C(=O)NCC(O)c3ccccc3)ccc12 (stereo not given),-1%,-6%,-1%,?,?,0%
Cc1ccc(NC(=O)C(Cc2ccccc2)N2C(=O)C3C4CCC(C4)C3C2=O)cc1Cl (stereo not given),1%,-4%,4%,?,?,-11%
CCC(C)Sc1ccc(-c2nc3ccc(C)cn3c2NC2CCCCC2)cc1 (stereo not given),-1%,-8%,?,-16%,/,/
Cc1cc(C)c(-c2cc(C(=O)Nc3cc(C)ccc3C)[nH]n2)c(O)c1,8%,17%,-1%,-17%,-12,3%
COc1cc(C)c(CN2CCN(c3ncccn3)CC2)cc1C,/,-29%,/,5%,-15,/
COC1=C(Nc2ccccc2)C(=O)C(OC)=C(Nc2ccccc2)C1=O,/,3%,/,8%,71,/
CCOc1ccc(NC(=O)c2ccc3nc(Cc4ccccc4)oc3c2)cc1,2%,/,6%,/,-16,/
CCn1cc(S(=O)(=O)CC(=O)NC2CCCCC2)c2ccccc21,16%,2%,-15%,-3%,63,-1%
O=C(c1nc2ncccn2n1)N1CCc2ccccc2C1,-1%,1%,-2%,1%,-23,6%
O=C(CCC(=O)Nc1ccccc1Cl)NNC(=O)C1CCCCC1,/,32%[activator],/,15%,-22,/
# The list goes on:
SMILES,Sm TGR block,AMA1 RON2 block,AmpC detergent,HCV inh,HCMV antiviral,FBPA Giardia inh
c1cc(OCCN2CC2)ccn1,/,15%,/,?,-100*,/
CC(C)C(=O)Nc1cc2c3c(c1)CCC(=O)N3CCC2,0%,-3%,-15%,7%,-18,-11%
COc1ccnc2c1c(=O)n(Cc1ccc(Cl)cc1)c(=O)n2C,-17%,6%,-2%,?,-18,12%
CN1C(=O)C(C)(C)c2cc(S(=O)(=O)NCCc3ccc(Cl)cc3)ccc21,5%,12%,?,-18%,30,-15%
OC(COc1ccc2c(c1)OCO2)CN1CCN(c2ccc(F)cc2)CC1 (stereo not given),3%,-3%,?,-8%,?,-13%

# Arranged by formula weight (descending): some entries from above.
SMILES,Sm TGR block,AMA1 RON2 block,AmpC detergent,HCV inh,HCMV antiviral,FBPA Giardia inh
Cc1ccc(NC(=O)C(Cc2ccccc2)N2C(=O)C3C4CCC(C4)C3C2=O)cc1Cl (stereo not given),1%,-4%,4%,?,?,-11%
CCC(C)Sc1ccc(-c2nc3ccc(C)cn3c2NC2CCCCC2)cc1 (stereo not given),-1%,-8%,?,-16%,/,/
CN1C(=O)C(C)(C)c2cc(S(=O)(=O)NCCc3ccc(Cl)cc3)ccc21,5%,12%,?,-18%,30,-15%
OC(COc1ccc2c(c1)OCO2)CN1CCN(c2ccc(F)cc2)CC1 (stereo not given),3%,-3%,?,-8%,?,-13%
CCOc1ccc(NC(=O)c2ccc3nc(Cc4ccccc4)oc3c2)cc1,2%,/,6%,/,-16,/
O=C(CCC(=O)Nc1ccccc1Cl)NNC(=O)C1CCCCC1,/,32%[activator],/,15%,-22,/
CCn1cc(S(=O)(=O)CC(=O)NC2CCCCC2)c2ccccc21,16%,2%,-15%,-3%,63,-1%
Cc1cc(C)c(-c2cc(C(=O)Nc3cc(C)ccc3C)[nH]n2)c(O)c1,8%,17%,-1%,-17%,-12,3%
COc1ccnc2c1c(=O)n(Cc1ccc(Cl)cc1)c(=O)n2C,-17%,6%,-2%,?,-18,12%
COc1cc(C)c(CN2CCN(c3ncccn3)CC2)cc1C,/,-29%,/,5%,-15,/
O=C(c1nc2ncccn2n1)N1CCc2ccccc2C1,-1%,1%,-2%,1%,-23,6%
CC(C)C(=O)Nc1cc2c3c(c1)CCC(=O)N3CCC2,0%,-3%,-15%,7%,-18,-11%
